S3 lipid droplet: qHTS Assay for Lipid Storage Modulators in Drosophila S3 Cells; 0.64% of 320,000 active; Potency in µM for hits, for the others lipid storage change, negative = inhibition, % at the top dose, mostly 46.1 µM; Drosophila S3 cells, BODIPY lipid droplet fluorescence, 18-24 h; cells fed with added oleic acid; active = well fitted inhibition curve with a large enough effect in the signal ratio, with a control signal flat, not every such curve was filed as active; inconclusive = small, poorly fitted or top-dose-only effect, or effect the other way, or a change in a side signal; the % refers to the signal ratio
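Drosophila S3 cells loaded with oleic acid (400 uM, as added) and compounds at several concentrations; lipid droplets imaged by 488-nm laser-scanning cytometry, 500–530 nm intensity and object ratio to cell channel. Percent activity normalized to 20 uM Triacsin C.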
S3 lipid droplet cell count max: second read-out of S3 lipid droplet, no call of its own (marks repeat the call); cell number change, %; measured here: cell count max response;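 cells counted by Cell Tracker Red CMTPX staining in the red channel; peak over a dose series mostly up to 46.1 µM; percent activity relative to internal control wells on each plate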
The depositor's hits bear a star; i = inactive; ? = inconclusive; . = no result given; & = joins results of further samples; [ ] = dose if it differs, or a comment. % is scaled to controls: 0 for no effect and ±100 for the full control effect; potency is read from the fitted curve at half-maximal effect. A portion of the library, so the mix of outcomes need not match the whole.

SMILES	S3 lipid droplet	S3 lipid droplet cell count max
O=C(NCC(c1ccco1)N1CCN(c2ccccc2F)CC1)C(=O)NC1CCCCC1 (stereo not given)	22.2%[0.0737 µM]	.
CCN(CC)S(=O)(=O)c1ccc(-c2ccc(S(=O)(=O)N(CC)CC)cc2)cc1	?	.
CCCC(=O)Nc1nnc(C2CCCO2)s1 (stereo not given)	18.4%	20.2
COc1cnc(-c2ccccn2)[nH]c1=O	?	.
CCOc1cc(CNCCSc2nnnn2C)cc(Br)c1OCc1ccccc1	?	.
O=C(CN1CCN(c2ncccn2)CC1)N1CCCc2c1c(=O)oc1ccc(O)cc21	?	.
CCOC(=O)c1c(-c2ccc(OC)cc2)csc1NC(=O)CSc1ccccc1	?	.
Cc1ccc(N2CC(NS(=O)(=O)c3cccs3)CC2=O)cc1 (stereo not given)	i	.
O=C(Nc1cc(-c2ccccc2)[nH]n1)c1ccc(Cl)cc1	0.0%&-3.9%	-1.8&1.7
COP(=O)(OC)c1nc(-c2cccc3ccccc23)oc1NCCc1ccccc1	?	.
O=C(c1ccccc1)c1c2c(cc3sc4ccccc4[n+]13)-c1cccc3cccc-2c13	?	.
Cc1ccc(C(=O)C(C)OC(=O)c2n[nH]c(=O)c3ccccc23)cc1 (stereo not given)	?	.
COc1ccccc1CNCc1cc(Br)ccc1OC	?	.
CC(=O)OC(C(=O)Nc1ccccc1)C(C)S(=O)(=O)c1ccccc1 (stereo not given)	13.6%	-2.6
CCCCN(CCCC)CCn1cnc2c([nH]c3ccc(OC)cc32)c1=O	25.6%	.
CCOC(=O)c1cnc(SCC(=O)Nc2ccccc2C(=O)OC)nc1N	-0.1%	2.5
CCCC(=O)N/C(N)=N/c1nc(C)c2cc(C)ccc2n1	-7.2%	8.9
O=C(Nc1cc(S(=O)(=O)N2CCCCC2)ccc1Oc1ccccc1)C1=COCCO1	?	.
COc1ccc(C(C#N)N2CCCCC2)cc1OC (stereo not given)	?	.
CCN(CC(=O)NCc1ccc(Cl)cc1)C(=O)C1CCN(S(=O)(=O)c2ccc(OC)c(OC)c2)CC1	?	.
CCOC(=O)c1ccc(NC(c2ccc(N(C)C)cc2)P(=O)(OC(C)C)OC(C)C)cc1 (stereo not given)	24.3%	.
Cc1cc(C(=O)CSc2nnnn2C)c(C)n1CCc1ccc(Cl)cc1	?	.
CCCCN(C(=O)c1cc(S(=O)(=O)N2CCOCC2)ccc1Cl)c1c(N)n(CC(C)C)c(=O)[nH]c1=O	9.4%	-26.2
COc1ccc(/C=N/NC(=S)Nc2ccccc2[N+](=O)[O-])cc1O	?	.
CCOC(=O)c1sc(NC(=S)NC(=O)c2ccccc2)c(C(=O)OCC)c1C	?	.
Cc1n[nH]c(C)c1S(=O)(=O)N1CCCC(C(=O)NCc2ccccc2Cl)C1 (stereo not given)	?	.
Nc1nonc1-c1nc2ccccc2n1CC(=O)NC1CCCC1	15.3%	0.4
Cc1cc(C(=O)NNC(=O)/C=C/c2ccc(F)cc2)c(C)o1	?	.
CCOc1ccc(S(=O)(=O)Nc2ccccc2C(=O)Nc2ccccc2N2CCOCC2)cc1	?	.
CCOC(=O)C1(Cc2ccccc2)CCN(Cc2cc(OC)c3c(c2)OCO3)CC1	?	.
O=C(CSc1ccc2nnc(-c3ccccc3)n2n1)NCc1ccc2c(c1)OCO2	?	.
COc1ccccc1NC(=O)CCn1c(=O)c2cccn2c2ccccc21	i	-18.6
CCN1CCN(c2ncnc3scc(-c4ccc(C)c(C)c4)c23)CC1	?	.
NC(=O)N1c2ccccc2C=Cc2ccccc21	?	.
COc1cc(C(=O)OCC(=O)N2CCN(C(C)=O)CC2)ccc1OCC(C)C	?	.
Cc1csc(NC(=O)c2cc[n+]([O-])cc2)n1	15.3%	.
COc1ccc2c(c1)C(=O)N(CCc1ccc(S(=O)(=O)NC(=O)NC3CCCCC3)cc1)C(=O)C2(C)C	-12.2%	5.4
CC/C(C)=N/N1C(=O)c2ccccc2NC1(C)CC (stereo not given)	2.1%	5.9
COc1ccc(OC)c(/C=C/C(=O)N(C)CC(=O)Nc2ccc(C)cc2)c1	25.3%	.
COc1ccc(C(=O)Nc2ccc(Cc3ccncc3)cc2)cc1Br	7.1%	6.0
CC(Nc1ccc(Br)cc1)C(=O)Nc1cccc(S(=O)(=O)N2CCOCC2)c1 (stereo not given)	-2.9%	7.4
CO/N=C/c1ccc(N2CCN(C(=O)c3cccc(C(F)(F)F)c3)CC2)c([N+](=O)[O-])c1	?	.
Nc1c(N(CCC2=CCCCC2)C(=O)Cc2ccc(F)cc2)c(=O)[nH]c(=O)n1Cc1ccccc1	?	.
COc1ccc(C2=NN(C(=O)c3ccc(Cl)c([N+](=O)[O-])c3)C(c3ccccc3)C2)cc1 (stereo not given)	?	.
CN(c1nnc(N)s1)C1CCCCC1	18.1%	-3.5

Reprinted at random: 6 compounds from above
SMILES	S3 lipid droplet	S3 lipid droplet cell count max
Cc1cc(C(=O)CSc2nnnn2C)c(C)n1CCc1ccc(Cl)cc1	?	.
CCN1CCN(c2ncnc3scc(-c4ccc(C)c(C)c4)c23)CC1	?	.
O=C(Nc1cc(S(=O)(=O)N2CCCCC2)ccc1Oc1ccccc1)C1=COCCO1	?	.
CCOc1ccc(S(=O)(=O)Nc2ccccc2C(=O)Nc2ccccc2N2CCOCC2)cc1	?	.
CCOC(=O)c1c(-c2ccc(OC)cc2)csc1NC(=O)CSc1ccccc1	?	.
CCN(CC(=O)NCc1ccc(Cl)cc1)C(=O)C1CCN(S(=O)(=O)c2ccc(OC)c(OC)c2)CC1	?	.

(cont.)
SMILES	S3 lipid droplet	S3 lipid droplet cell count max
O=C(CCCCCCCCN1C(=O)c2ccccc2C1=O)N1CCOCC1	?	.
COc1cc(C(=O)N/N=C/c2ccc(OC(=O)c3ccccc3)c(OC)c2)ccc1O	?	.
COc1ccc(CCNC(=O)C2CCCN2S(=O)(=O)c2ccc(F)cc2)cc1OC (stereo not given)	-5.0%	-1.4
Cc1cc(C)cc(-n2nnc(C(=O)NCc3ccccc3Cl)c2N)c1	?	.
CCOc1cc(/C=N/NC(=O)C(OC)c2ccccc2)ccc1O (stereo not given)	i	-22.0
O=C(CCC(=O)c1ccccc1)NCCc1c[nH]c2ccccc12	4.0%	-0.7
COCCNC(=O)c1ccc(-c2csc(C)n2)cc1	4.9%	14.8
CC1=NNC(=O)C1CCC(=O)N/N=C/c1c(Cl)cccc1Cl (stereo not given)	12.9%	.
O=C(CN1C(=O)COc2ccccc21)NCCN1CCC(Cc2ccccc2)CC1	?	.
CC(C)NC(=O)CSCc1cccc(Br)c1	?	.
Cc1cccc(C)c1NC(=O)N1CCCCCCC1	-9.2%	5.2
CC(OC(=O)c1ccccc1Nc1ccc(SC(F)F)cc1)C(N)=O (stereo not given)	?	.
COc1ccc(S(=O)(=O)Nc2cc3c4c(c2)C(C)C(=O)N4CCC3)cc1OC (stereo not given)	?	.
Cc1ccccc1NC(=O)CC1SC(=NC2CCCCC2)NC1=O (stereo not given)	?	.
Cc1ccc(N=C2NC(=O)/C(=C\c3ccc(C)s3)S2)cc1	3.1%	5.9

3 of the entries above in order of their number in S3 lipid droplet cell count max, high to low.
mol,S3 lipid droplet cell count max
CC/C(C)=N/N1C(=O)c2ccccc2NC1(C)CC (stereo not given),5.9
Nc1nonc1-c1nc2ccccc2n1CC(=O)NC1CCCC1,0.4
CCOc1cc(/C=N/NC(=O)C(OC)c2ccccc2)ccc1O (stereo not given),-22.0

(list continues)
SMILES	S3 lipid droplet	S3 lipid droplet cell count max
O=S(=O)(Nc1cccnc1)c1ccc(Cl)c(C(F)(F)F)c1	?	.
Cc1c(C(=O)O)sc2nc(SCC(=O)Nc3ccc(S(=O)(=O)NC(C)(C)C)cc3)[nH]c(=O)c12	-5.0%	-5.8
NC(=O)CN1C(=O)C(=O)N(Cc2cccc(Cl)c2)C1=O	?	.
Nc1nc(-c2ccccc2)c(C(=O)Nc2ccccc2)s1	?	.
Cc1nc(/C(N)=N/OC(=O)Cc2ccccc2)no1	?	.
Cc1ccc(Cn2cccc2/C=N/NC(=S)Nc2ccc(C)cc2)cc1	?	.
Cc1ccc(C)c(C(=O)Nc2c(C(N)=O)oc3ccccc23)c1	?	.
CC(C)CCC(CCN1CCOCC1)c1ccc2c(c1)OCO2 (stereo not given)	?	.
Cc1cc2c(cc1S(=O)(=O)N1CCN(c3ccccc3)CC1)OCC(=O)N2	i	23.1
Cc1ccc(-c2n[nH]c(=O)c3ccccc23)c(C)c1	8.5%	-9.1
COc1ccc(S(=O)(=O)N2CCOCC2)cc1C(=O)N1CCCCC1	?	.
Cc1ccc(-n2ccnc2SCC(=O)N(CC(C)C)C2CCS(=O)(=O)C2)c(C)c1 (stereo not given)	?	.
O=C(NCCCNCCCNC(=O)c1ccc(/C=N/O)nc1)c1ccc(/C=N/O)nc1	-10.3%	-4.4
CCOC(=O)c1sc(N/N=C/c2cccc(C)c2)nc1C	?	.
COC(=O)C1CCN(C(=O)COC(=O)c2ccc3[nH]c4c(c3c2)CCCC4)CC1	?	.
COc1ccc(-c2cc(C(F)(F)F)nc(SCC(=O)Nc3ccc4c(c3)OCO4)n2)cc1	16.3%	5.5
Cc1ccc(CN2CCN(/N=C/c3ccc(C(=O)O)cc3)CC2)c(C)c1	?	.
CC(=O)Nc1nonc1-n1nnc(C(=O)NCc2ccccc2)c1C	?	.
CCOc1ccc(NC(=O)c2ccccn2)cc1	22.4%	15.9
CN(C)CCCNCCCNC(=O)c1ccncc1	-3.3%	10.5
Cc1ccc2c(c1)sc(-c1ccc(N(C)C)cc1)[n+]2C	?	.
Cc1cc(C(c2ccc(O)cc2)c2cc(C)c(O)cc2C)c(C)cc1O	?	.
Cc1cccn2c(=O)c(/C=N/O)c(N3CCCC3)nc12	0.1%	4.5
Cn1c(O)c(N=NC(=O)CNC(=O)/C=C/c2ccccc2)c2ccccc21	?	.
Cc1ccc(-c2nnn(CC(=O)N3CCC(C)CC3)n2)o1	?	.
Cc1cc(O)c(C(=O)/C=C/c2cccc([N+](=O)[O-])c2)c(=O)o1	-1.5%	4.0
CCC(C)c1cc(S(=O)(=O)N2CCOCC2)ccc1OC (stereo not given)	-8.6%	-1.3
Cc1ccc(C)c(S(=O)(=O)NCc2ccncc2)c1	-3.3%	6.1
O=C(c1cccc(N2C(=O)C3C4C=CC(C4)C3C2=O)c1)N1CCN(c2ccc(F)cc2)CC1 (stereo not given)	?	.
COCCCN(C(=O)CCOc1ccc(C(C)(C)C)cc1)c1c(N)n(Cc2ccccc2)c(=O)[nH]c1=O	?	.
Fc1ccc(CSc2nnc(-c3cccnc3)n2Cc2ccco2)cc1	?	.
COc1ccc2c(c1)OC[C@H]1[C@H]2N2C(=O)CN(Cc3ccc(F)cc3)C(=O)[C@@]2(C)[C@H]1c1ccccc1	?	.
CCCCCc1ccc(OCCCC[n+]2ccc(C)cc2)c(CCCCC)c1	?	.
COc1cc(NC(=O)NC(C)(C(F)(F)F)C(F)(F)F)cc(OC)c1OC	i	-14.9
CC(C)NC(=O)C(c1ccc(F)cc1)N(C(=O)CCC(=O)Nc1ccccn1)c1cccc(F)c1 (stereo not given)	24.5%	7.1
COc1ccc(S(=O)(=O)O/N=C2\CCSc3ccc(C)cc32)cc1	?	.
CCOc1ccc(N=C(NN)c2ccc3ccccc3n2)cc1	?	.
CCOc1c(Br)cc(Br)cc1/C=C1\SC(N)=NC1=O	?	.
CS(=O)(=O)N(CC(=O)N1CCCC1)c1ccc(Cl)c(Cl)c1	?	.
CCNC(=S)N1CCc2ccccc2C1	20.7%	4.3
CC(NC(=O)c1ccccc1F)c1nnc(SCC(=O)Nc2nccs2)n1C (stereo not given)	i	21.4
CCCCCCCC(=O)NNC(=O)CCC(=O)O	1.2%	1.1
Cc1cccc(OC(C)C(=O)NCc2ccc(S(N)(=O)=O)cc2)c1 (stereo not given)	11.8%	.
CC(C)Cc1nnc(NC(=O)c2ccc([N+](=O)[O-])cc2)s1	-1.5%	-14.6
O=C(c1cc2ccccc2oc1=O)N(Cc1ccco1)Cc1cccs1	i	3.8
CCOC(=O)Nc1ccc2c(c1)nc1n2CCN(CCOC)C1	i	.
O=S(=O)(c1ccc(NC(=S)NCCC(c2ccccc2)c2ccccc2)cc1)N1CCOCC1	?	.
COc1ccc2nc(-c3ccccc3)cc(C(=O)OCC(=O)N3CCCCC3)c2c1	1.2%	-3.4
CCOC(=O)c1sc(=S)n(C)c1NC(=O)c1ccccc1	2.3%	3.9
COc1ccccc1NC(=O)N1CCCC1C(=O)Nc1ccc2c(c1)OCO2 (stereo not given)	2.7%	1.2
Nc1cc(=O)[nH]c(SCC(=O)Nc2ncc(C(F)(F)F)cc2Cl)n1	?	.
COc1ccccc1C1SCCN1C(=O)c1ccc([N+](=O)[O-])cc1 (stereo not given)	9.9%	15.0
CCOCCCNC(=O)C(NC(=O)Cc1cccs1)c1ccccc1 (stereo not given)	?	.
CC1CCN(c2nc(-c3ccccc3O)nc3ccccc23)CC1	6.1%	.
COc1ccc(Nc2cc(Nc3cccc(OC)c3)ncn2)cc1	i	12.5
Cc1ccc(C)c(OCC(O)CNC2CCCC2)c1 (stereo not given)	-2.1%	-5.1
CCc1ccccc1NC(=O)C(C)n1nc([N+](=O)[O-])c(Br)c1C (stereo not given)	7.3%	.
CC(C)(C)NC(=O)c1ccccc1-c1nc2ccccc2s1	?	.
Cc1cccc(C(=O)NC(=S)Nc2ccccc2C(F)(F)F)c1	?	.
C/C(NCc1cccnc1)=C(\C#N)C(=O)NCc1ccccc1	?	.

3 entries from above, with two lines to a compound.
Values run as follows: S3 lipid droplet, S3 lipid droplet cell count max
- NC(=O)CN1C(=O)C(=O)N(Cc2cccc(Cl)c2)C1=O
 : ?, .
- CC(=O)Nc1nonc1-n1nnc(C(=O)NCc2ccccc2)c1C
 : ?, .
- Fc1ccc(CSc2nnc(-c3cccnc3)n2Cc2ccco2)cc1
 : ?, .

Source: PubChem BioAssay
